# Source: PubChem (several laboratories)
# SMARCA2 act: SMARCA2 (BRM) function activators, primary screen, cell-based, luminescence, high throughput; MG213 cells, MMTV-luciferase reporter, dexamethasone, overnight; activation, % at 9.1 µM; 1% of 370,000 active; in the data active means activation above about 7.8%;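 further: 0% = vehicle wells and 100% = reference activator wells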
# ADAM10 inh: human ADAM10 inhibitors, primary screen, biochemical, QFRET, HTS; Disintegrin and metalloproteinase domain-containing protein 10 (Homo sapiens), O14672; recombinant ADAM10, EDANS/DABCYL FRET peptide cleavage, 3 h; inhibition, % at 7 µM; 0.62% of 370,000 active; AID 720582, 2013;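 active means inhibition above a per-campaign cutoff equal to the mean of compounds falling between control-based bounds plus 3 SD, cut at about 20% in these data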;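 further: 0% = DMSO wells while the 100% control is not disclosed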
# Target sequence (O14672 214-748 limits assumed): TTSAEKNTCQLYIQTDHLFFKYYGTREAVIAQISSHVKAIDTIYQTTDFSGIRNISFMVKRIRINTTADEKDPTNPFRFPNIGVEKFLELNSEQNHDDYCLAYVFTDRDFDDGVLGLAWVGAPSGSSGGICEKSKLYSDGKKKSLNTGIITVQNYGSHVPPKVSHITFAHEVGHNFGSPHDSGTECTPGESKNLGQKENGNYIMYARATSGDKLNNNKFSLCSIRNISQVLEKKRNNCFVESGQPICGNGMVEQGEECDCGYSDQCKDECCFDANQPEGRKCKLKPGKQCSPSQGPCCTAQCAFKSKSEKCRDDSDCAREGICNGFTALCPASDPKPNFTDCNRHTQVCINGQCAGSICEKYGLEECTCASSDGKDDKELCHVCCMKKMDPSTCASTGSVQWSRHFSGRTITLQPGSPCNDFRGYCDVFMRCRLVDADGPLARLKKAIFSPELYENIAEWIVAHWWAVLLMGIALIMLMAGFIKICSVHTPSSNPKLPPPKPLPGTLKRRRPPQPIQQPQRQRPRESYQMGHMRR
# DAX1 inh-1: DAX1 (NR0B1) inhibitors on StAR promoter, primary screen, cell-based, luminescence, SF-1 (NR5A1), full-length DAX-1; HEK293T StAR-luciferase reporter, SF-1/DAX-1 repression relief; inhibition, % at 6.8 µM; 1.1% of 370,000 active; AID 652010, 2013;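 active means inhibition above the mean over all tested compounds plus 3 SD, cut at about 3.6% in these data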;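 further: 0% = DAX-1 cells with DMSO and 100% = cells lacking DAX-1 with DMSO; higher inhibition means more luminescence from relief of DAX-1 repression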
# PG9 binder: binders of HIV-1 gp120 antibody PG9, primary screen, biochemical, TR-FRET; HIV-1 gp120 / PG9 antibody interaction; TR-FRET gp120-PG9 antibody binding; inhibition, % at 6.7 µM; 0.43% of 360,000 active; AID 624416, 2012; in the data active means inhibition above about 8.5%
# ADAM17 inh: ADAM17 inhibitors, primary screen, biochemical, QFRET; 0.83% of 370,000 active; Disintegrin and metalloproteinase domain-containing protein 17 (Homo sapiens), P78536; inhibition, % at 6.95 µM; AID 720648, 2013; recombinant ADAM17, EDANS/DABCYL FRET peptide cleavage;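 active means inhibition above the mean of compounds lying between control limits plus 3 SD, set per campaign, cut at about 8.5% in these data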;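 further: 0% = DMSO-only wells as the low control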
# NPR1 activator: GC-A stimulated cGMP production enhancers – HEK293 GC-A cells, cGMP TR-FRET, EC30 ANP, primary screen. Atrial natriuretic peptide receptor 1 (Homo sapiens), P16066. 0% at EC30 ANP, 100% saturating ANP. activation, % at 10 µM. 0.14% of 370,000 active; in the data active means activation above about 40%
# hcDAF-12 act: H. contortus DAF-12 nuclear receptor activators, primary screen, cell-based, luminescence, HEK293, lit1-tk-luc reporter. HEK293 hcDAF-12 lit1-tk-luc reporter; 0% DMSO, 100% Δ7-dafachronic acid. activation, % at 6.8 µM. AID 652067, 2013. 1.4% of 370,000 active;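 active means activation above the mean of all tested compounds plus 3 SD, cut at about 5.5% in these data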;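 further: 100% = response to 3 µM Δ7-dafachronic acid high control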
# DAX1 inh-2: DAX1 (NR0B1) inhibitors, primary screen, cell-based, HEK293, Gal4-DAX1, luciferase luminescence; Nuclear receptor subfamily 0 group B member 1 (Homo sapiens), P51843; 0.99% of 340,000 active; HEK293 Gal4-DAX1 luciferase reporter; inhibition, % at 6.75 µM; AID 504766, 2011;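 active means inhibition above the mean over all tested compounds plus 3 SD, cut at about 4.2% in these data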;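 further: 0% = DAX1-transfected cells with DMSO and 100% = empty-vector control cells with DMSO; inhibition shows as a rise in luminescence from relieved DAX1 repression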
# Target sequence (P51843 207-470 limits assumed): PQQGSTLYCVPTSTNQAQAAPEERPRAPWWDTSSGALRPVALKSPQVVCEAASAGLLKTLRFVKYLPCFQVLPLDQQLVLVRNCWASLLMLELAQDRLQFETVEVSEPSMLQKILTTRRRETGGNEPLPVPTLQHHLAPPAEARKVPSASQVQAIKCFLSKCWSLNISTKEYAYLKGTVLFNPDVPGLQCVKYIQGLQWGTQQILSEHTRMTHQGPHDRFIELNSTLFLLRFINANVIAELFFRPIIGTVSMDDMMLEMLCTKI
# ssDAF-12 act: S. stercoralis DAF-12 nuclear receptor activators, primary screen, cell-based, luminescence, HEK293, GRIP1 co-expression, lit1-tk-luc. 1% of 370,000 active. AID 652126, 2013. HEK293 ssDAF-12/GRIP1 lit1-tk-luc reporter; % of 3 µM dafachronic acid response. activation, % at 6.8 µM;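 active means activation above the mean over all tested compounds plus 3 SD, cut at about 0.9% in these data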;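 further: 0% = DMSO-only wells and 100% = 3 µM delta7-dafachronic acid wells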
# FXN GAA850 act: FXN promoter activators, primary screen, cell-based, luciferase luminescence, HEK293 lucGAA850. HEK293 lucGAA850 FXN promoter luciferase reporter, 24 h; percent of 10 µM SAHA response. activation, % at 6 µM. 0.56% of 360,000 active. AID 540364, 2011;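 active means activation above the average of all compounds screened plus 3 SD, cutoff fixed separately per campaign, cut at about 7.5% in these data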;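 further: 0% = DMSO wells and 100% = 10 µM SAHA wells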
# hgDAF-12 ag: H. glycines DAF-12 receptor agonists, primary screen, cell-based, luminescence, HEK293, GAL4 fusion, UAS-luciferase. 1.8% of 370,000 active. HEK293 GAL4-hgDAF12 UAS-luciferase reporter, agonist luminescence; normalized to butyrate control. activation, % at 6.8 µM;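 active means activation above a cutoff set at the mean of all screened compounds plus 3 SD, cut at about 10% in these data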;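 further: 0% = DMSO wells and 100% = sodium butyrate wells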
# Starred values were filed as active, the others as inactive; i = inactive; . = not tested or not shown.
SMILES	SMARCA2 act	ADAM10 inh	DAX1 inh-1	PG9 binder	ADAM17 inh	NPR1 activator	hcDAF-12 act	DAX1 inh-2	ssDAF-12 act	FXN GAA850 act	hgDAF-12 ag
Cc1nn(-c2ccccn2)c2c1C(=O)CC(C)(C)C2Br (stereo not given)	0	6	-0.1	-3.0	-1	1	-1.4	-0.8	-1.0	2.0	-0.4
CCN(CC(=O)Nc1ccc(NC(C)=O)cc1)C(=O)c1cccnc1Sc1ccc(C)c(C)c1	1	3	-0.1	-0.2	-1	-2	0.6	-0.8	-0.8	0.1	-0.7
CCOC(=O)C1CCCN(C(=O)c2cn(C)c3ccc(S(=O)(=O)N(C)C)cc3c2=O)C1 (stereo not given)	0	1	0.2	1.4	2	-1	0.0	-0.3	-1.2	0.5	1.2
CCCCC[C@@H]1C=C(C(=O)O)[C@H](c2ccc(CC)cc2)N1S(=O)(=O)c1ccc(C)cc1	-3	-10	-0.2	-1.0	-5	-4	-1.4	0.4	-0.5	-0.7	-0.5
Cc1[nH]c(=O)[nH]c(=O)c1/C=N/NC(=O)[C@H](CC(C)C)NC(=O)OC(C)(C)C	-1	-8	0.5	0.3	-6	10	0.3	1.4	-0.9	0.2	-2.4
COc1ccc(C2CC(c3cccs3)=NN2C(=O)CSc2nncn2C)cc1OC (stereo not given)	-3	-22	-1.0	-1.7	-2	4	-0.5	-1.3	-0.3	1.1	-3.3
CC1(C)Oc2ccc3ccc(=O)oc3c2CC1O (stereo not given)	-2	i	-0.5	1.7	-267	-2	-1.8	-1.4	-1.8	1.4	0.4
COc1cccc(/C=C/C(=O)OCC(=O)c2ccccc2)c1OC	4	-10	3.1	-1.6	-3	2	6.1*	-1.4	-0.1	-1.7	13*
Cc1onc(-c2c(F)cccc2Cl)c1C(=O)OCC(=O)NC(=O)NCC(C)C	-2	1	-0.5	-1.4	3	-1	-2.6	-0.4	-2.0	0.6	0.9
CN1C(=O)C(=C2CCCCCC2)SC1=S	0	-9	-0.3	-0.7	-8	-7	-0.6	0.1	-0.3	-0.3	-0.4
CC(=O)Nc1ccc(/C=N/NC(=O)CC2CCCCC2)cc1	0	-2	1.4	0.6	0	2	-0.4	.	-0.5	-1.8	-0.5
COCCn1c(Cc2cccn2C)nnc1SCC(=O)Nc1nccs1	-1	-7	-0.4	-1.1	-3	4	0.7	0.6	-0.8	-1.1	-0.1

# Quoted from the entries so far, 2 compounds:
SMILES	SMARCA2 act	ADAM10 inh	DAX1 inh-1	PG9 binder	ADAM17 inh	NPR1 activator	hcDAF-12 act	DAX1 inh-2	ssDAF-12 act	FXN GAA850 act	hgDAF-12 ag
Cc1nn(-c2ccccn2)c2c1C(=O)CC(C)(C)C2Br (stereo not given)	0	6	-0.1	-3.0	-1	1	-1.4	-0.8	-1.0	2.0	-0.4
CCN(CC(=O)Nc1ccc(NC(C)=O)cc1)C(=O)c1cccnc1Sc1ccc(C)c(C)c1	1	3	-0.1	-0.2	-1	-2	0.6	-0.8	-0.8	0.1	-0.7

# Carrying on.
SMILES	SMARCA2 act	ADAM10 inh	DAX1 inh-1	PG9 binder	ADAM17 inh	NPR1 activator	hcDAF-12 act	DAX1 inh-2	ssDAF-12 act	FXN GAA850 act	hgDAF-12 ag
CC1(C(=O)NS(=O)(=O)c2cccc(Cl)c2)CCN1C(=O)c1cccc(F)c1 (stereo not given)	-5	-4	-0.3	0.6	-5	3	-1.1	.	-0.9	3.4	2.1
COC(=O)N/N=C1\CCCc2c(C)cc(C)cc21	-3	-1	1.1	-0.4	-1	-17	-0.3	4.3*	-1.3	1.5	1.8
CCSc1nc2sc3c(c2c(=O)n1-c1ccccc1)CCN(C(C)C)C3	-3	-81	-0.2	-0.7	-29	13	-3.6	-0.3	-1.0	1.1	-0.3
CSc1ccc(CN2CCC(C)(Oc3ccc(-n4ccnc4)cc3)C2)cc1 (stereo not given)	-4	-4	-3.1	-0.8	-4	-16	-3.1	.	-1.7	-1.0	-2.1
COc1ccc(F)c(C2C(C#N)=C(N)Oc3n[nH]c(C(C)(C)C)c32)c1 (stereo not given)	-3	2	1.1	0.8	1	-8	-2.8	-0.4	-1.6	-2.4	-3.5
COc1ccc(-n2c(=O)c3ccccc3n(CC(=O)Nc3ccccc3OC)c2=O)cc1	1	7	0.4	-3.1	-2	-3	-2.1	2.3	-1.5	-0.3	2.1
O=C(COC(=O)CCC(=O)Nc1nccs1)NCc1ccco1	-3	-15	0.8	0.4	-7	3	-1.1	1.7	-0.9	0.3	0.8
O=C(OCC(=O)N1CCCCCC1)c1cccs1	2	-8	0.3	-0.6	-6	6	0.3	2.0	0.0	4.2	5.1
Fc1ccc(-c2cc(C(F)(F)F)nc(-n3cncn3)n2)cc1	-2	-6	-0.7	0.0	-3	5	-1.9	-0.3	-0.7	1.5	-2.5
COc1ccc(NC(=O)C2CCN(S(=O)(=O)c3c(C)noc3/C=C/N(C)C)CC2)cc1	0	-2	0.8	2.5	10*	1	-0.6	-0.1	-1.8	1.5	0.8
O=C(/C=C/c1cccc(F)c1)N1CCc2ccccc21	4	11	5.6*	-2.1	4	-2	14*	3.4	2.2*	3.2	24*
CCN(CC)S(=O)(=O)c1cc(C(=O)O)c(Cl)cc1Cl	2	-3	-0.5	-0.7	-1	0	-0.6	-0.5	-1.4	0.1	-3.2
COc1cc(OC)cc(-c2cc(N)n(S(=O)(=O)Cc3ccccc3)n2)c1	3	-3	0.9	-0.1	3	-1	1.4	0.0	-1.2	0.6	-2.5
Cc1ccc(C)c(C(=O)C(C)OC(=O)c2cccn2C)c1 (stereo not given)	0	1	-1.1	-0.3	-3	-2	-1.1	0.0	-0.9	-0.2	-0.9
CCCn1c(C(O)c2ccc3c(c2)OCO3)nc2ccccc21 (stereo not given)	-2	-3	0.0	0.1	-1	-12	-3.0	-0.4	-1.2	1.2	0.7
CCOc1ccc(NC(=O)CN(C)S(=O)(=O)c2ccc3c(c2)CCC(=O)N3)cc1	-1	-1	-0.4	-0.7	-3	-2	-0.7	0.5	-1.2	0.4	1.6
CC(Oc1ccc(Cl)cc1Cl)c1nc(-c2ccc(NC(=O)c3ccco3)cc2)no1 (stereo not given)	-4	2	-0.7	-0.5	-7	-3	-0.4	-0.9	-1.3	1.7	8.2
O=C(CSc1ncnc2ccccc12)Nc1cccc(S(=O)(=O)N2CCCC2)c1	-2	2	0.3	-1.2	1	-5	0.4	.	-0.6	0.3	1.3
CCOC(=O)c1ccc(NC(=O)Cn2c(C)nc3c(sc(=S)n3CC)c2=O)cc1	-3	11	-0.5	-1.8	0	0	0.5	0.4	-0.5	-1.3	0.4
COC(=O)/C(=C1/Oc2cc(C)oc(=O)c2S1)C(F)(F)F	9.1*	-2	-0.4	1.3	-4	-1	1.4	1.0	0.3	13*	-1.7
O=C(COc1ccc(Br)cc1)Nc1ccc(Cc2ccncc2)cc1	-1	3	0.8	-2.0	2	0	0.9	-1.1	-1.1	-0.7	-1.2
CCc1c(C#N)c(SCCC(=O)Nc2ccc(OC)cc2)nc2c1C(=O)CC(C)(C)C2	-1	11	-0.5	-0.5	0	-5	-1.8	-0.5	-0.5	0.7	-1.9
Cn1cc([C@]2(O)C(=O)N(c3ccccc3)c3ccccc32)c2ccccc21	0	-3	0.4	-0.6	0	-5	-1.2	.	-0.9	.	-4.2
CC(C)c1c(C(=O)N/N=C/c2cccc(OCc3ccc(F)cc3)c2)nnn1-c1nonc1N	5	2	1.0	-3.4	-4	0	-1.6	0.2	-1.2	-0.1	-1.5
CCn1ncc(Br)c1C(=O)N(C)C12CC3CC(CC(C3)C1)C2	0	11	0.3	-0.7	0	-9	-2.1	-0.7	-1.0	1.1	0.5
CC1Cc2cc(S(=O)(=O)CCC(=O)N3CCN(c4ccccc4)CC3)ccc2N1C(=O)C1CC1 (stereo not given)	-2	-1	-0.5	-1.2	-2	1	-0.8	-0.1	-1.4	1.0	-2.0
COCCCN1C(=O)C(CC(=O)NC2CCCCC2)CC(C(=O)N2CCCCCC2)=C1C (stereo not given)	-4	7	0.5	0.0	-1	0	0.3	.	-0.7	.	-4.0

# Among those listed so far, these contain two or more sulfur atoms:
SMILES	SMARCA2 act	ADAM10 inh	DAX1 inh-1	PG9 binder	ADAM17 inh	NPR1 activator	hcDAF-12 act	DAX1 inh-2	ssDAF-12 act	FXN GAA850 act	hgDAF-12 ag
COc1ccc(C2CC(c3cccs3)=NN2C(=O)CSc2nncn2C)cc1OC (stereo not given)	-3	-22	-1.0	-1.7	-2	4	-0.5	-1.3	-0.3	1.1	-3.3
CN1C(=O)C(=C2CCCCCC2)SC1=S	0	-9	-0.3	-0.7	-8	-7	-0.6	0.1	-0.3	-0.3	-0.4
COCCn1c(Cc2cccn2C)nnc1SCC(=O)Nc1nccs1	-1	-7	-0.4	-1.1	-3	4	0.7	0.6	-0.8	-1.1	-0.1
CCSc1nc2sc3c(c2c(=O)n1-c1ccccc1)CCN(C(C)C)C3	-3	-81	-0.2	-0.7	-29	13	-3.6	-0.3	-1.0	1.1	-0.3
O=C(CSc1ncnc2ccccc12)Nc1cccc(S(=O)(=O)N2CCCC2)c1	-2	2	0.3	-1.2	1	-5	0.4	.	-0.6	0.3	1.3
CCOC(=O)c1ccc(NC(=O)Cn2c(C)nc3c(sc(=S)n3CC)c2=O)cc1	-3	11	-0.5	-1.8	0	0	0.5	0.4	-0.5	-1.3	0.4

# Hits appear at their usual frequency; 6.8% or so of the library scored in one or more.
